Bioassay records as filed in PubChem.
EP2 antag – EP2 receptor (human) inhibition. inhibition, % at 25 µM. 0.52% of 260,000 active. AID 1422. C6 glioma cells expressing human EP2, cAMP TR-FRET; cells stimulated with saturating PGE2;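 active = percent inhibition above 40 after rounding to a whole number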;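 also: rat C6 glioma host cells with rolipram phosphodiesterase inhibitor present; the protocol text gives 20 µM as final concentration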
Target sequence (P43116 whole entry, looked up): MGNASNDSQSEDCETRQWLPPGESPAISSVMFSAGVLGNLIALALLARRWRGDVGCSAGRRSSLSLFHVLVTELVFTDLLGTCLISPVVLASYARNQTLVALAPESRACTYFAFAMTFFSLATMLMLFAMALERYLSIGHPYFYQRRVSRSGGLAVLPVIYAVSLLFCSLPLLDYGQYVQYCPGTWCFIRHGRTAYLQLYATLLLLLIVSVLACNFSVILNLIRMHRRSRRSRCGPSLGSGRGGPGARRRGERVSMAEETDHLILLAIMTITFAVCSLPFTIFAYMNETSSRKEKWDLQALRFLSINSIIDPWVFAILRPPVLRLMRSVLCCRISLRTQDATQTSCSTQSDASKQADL
* hit, by the source's call.

SMILES	EP2 antag
Cc1nn(-c2ccccc2)c2[nH]c(=O)c(CNc3ccccc3N3CCOCC3)cc12	7.2
COc1ccccc1N1CCN(CC(O)c2ccc3c(c2)CCO3)CC1 (configuration not stated)	7.3
Cc1ccc(NC(=O)COc2ccc3c(C)cc(=O)oc3c2)c(C)c1	11.3
CCO[C@H]1OC(C(=O)NCc2ccccc2)=C[C@@H](C(C)(C)C)[C@@H]1CCCO	-0.2
CCN1CCN(c2ccc(NC(=O)c3ccc(C)cc3C)cc2)CC1	14.6
CCC(C)(C)NC(=O)C(c1cccnc1)N(C(=O)c1csnn1)c1ccc(C)c(C)c1 (configuration not stated)	4.3
CCOC(=O)C1=C(C)NC(=O)NC1c1cccc(OC)c1OCC#N (configuration not stated)	4.2
COc1ccc(-c2nn(Cc3ccccn3)c(=O)o2)c2ccccc12	3.8
CCc1ccccc1N(CC(=O)N1CCCCC1)S(C)(=O)=O	9.3
CCc1cc2cc(C)c(C)cc2nc1SCC(=O)N1CC(=O)Nc2ccccc21	11.6
O=c1c(Cl)c(NCc2ccco2)cnn1Cc1ccccc1	7.7
O=C(Nc1ccc2oc(-c3ccc(I)cc3)nc2c1)c1cccnc1	10.5

A second format for four compounds above.
Compound: CCOC(=O)C1=C(C)NC(=O)NC1c1cccc(OC)c1OCC#N (configuration not stated)
  EP2 antag: 4.2
Compound: COc1ccc(-c2nn(Cc3ccccn3)c(=O)o2)c2ccccc12
  EP2 antag: 3.8
Compound: CCc1ccccc1N(CC(=O)N1CCCCC1)S(C)(=O)=O
  EP2 antag: 9.3
Compound: CCc1cc2cc(C)c(C)cc2nc1SCC(=O)N1CC(=O)Nc2ccccc21
  EP2 antag: 11.6

The listing picks up with the two entries that preceded the break.
SMILES	EP2 antag
O=c1c(Cl)c(NCc2ccco2)cnn1Cc1ccccc1	7.7
O=C(Nc1ccc2oc(-c3ccc(I)cc3)nc2c1)c1cccnc1	10.5
O=C(O)c1ccccc1N[C@H](c1ccccc1)c1ccc2cccnc2c1O	11.9
COc1ccccc1NC(=O)N(CCCO)Cc1cc2c(C)ccc(C)c2[nH]c1=O	14.5
CCn1c(SC(C)C(=O)Nc2c(C)cccc2C)nnc1-c1cccnc1 (configuration not stated)	3.3
O=C(COc1ccc(Cl)cc1Cl)NNC(=O)c1cccs1	3.8
Nc1cc(=O)nc(SCC(=O)Nc2ccc3ccccc3c2)n1-c1ccccc1	14.9
COc1ccc2cc(CN(CCN3CCOCC3)Cc3cccnc3)c(OC)nc2c1	8.3
CN1CCN(c2nc3c(c(=O)[nH]c(=O)n3C)n2Cc2ccccc2F)CC1	6.9
Cc1nn(CC(=O)N[C@H](Cn2nnc3ccccc32)C(C)C)c(=O)c2ccccc12	9.5
COCCN1C(=O)C(O)=C(C(=O)c2ccco2)C1c1cc(OC)c(OC)c(OC)c1 (configuration not stated)	9.2
Cn1ncc2c1CCc1sc(NC(=O)c3c(F)cccc3F)nc1-2	4.3
Nc1ccc2nc(CCCc3nc4ccc(N)cc4s3)sc2c1	19.7
COCCn1nnnc1C(c1ccc(OC)cc1)N1CCN(c2ncccn2)CC1 (configuration not stated)	10.9
Cc1ccc(N(C(C)C(=O)N2CCOCC2)S(C)(=O)=O)cc1 (configuration not stated)	11.0
O=C(c1cccnc1)C1CCN(C(=O)c2cccnc2)CC1	10.9
CC(C)OC(=O)CSc1nnc(-c2cccnc2)n1Cc1ccco1	8.3
O=C(CNC(=O)c1cccs1)OCc1ccc2ccccc2c1	7.9
O=C(c1cccs1)N(Cc1ccco1)Cc1cc2cc3c(cc2[nH]c1=O)OCO3	11.8
Cn1c(=O)c2c(nc(N3CCc4ccccc4C3)n2CCSc2ncccn2)n(C)c1=O	9.8
O=C(O)c1ccc(/C=C/c2nc(O)c([N+](=O)[O-])c(=O)[nH]2)cc1	11.2
CCCNS(=O)(=O)c1ccc(OCC(=O)NCc2cccnc2)cc1	12.9
CCC(C)(C)C(=O)Nc1nnc(Cc2ccc(OC)cc2)s1	2.0
COc1ccc(C(=O)NNC(=O)c2cccs2)c(OC)c1	9.6
CC(C)n1c(=O)oc2cc(S(=O)(=O)NC3(CN4CCCC4)CCCCC3)ccc21	8.5
CCc1nnc(NC(=O)Cc2ccccc2OC)s1	10.9
COCC(=O)Nc1nc2ccc(OC)cc2s1	8.8
CCc1cc2cccc(C)c2nc1SCC(=O)Nc1ccc(OC)c(OC)c1	12.2
COc1cccc(C2(NC(=O)Cn3c(C)nc4ccccc43)CCCC2)c1	3.5
CC[n+]1c(C)n(CCCS(=O)(=O)[O-])c2cc(-c3ccccc3)ccc21	9.6
CCC(=O)Nc1ccc(NC(=O)c2oc3ccccc3c2C)cc1	20.4
CCC1Oc2nc3ccccc3cc2CN(Cc2ccc(C)o2)C1=O (configuration not stated)	3.9
Cc1ccc2nc(C)cc(NCCN(C)C)c2c1	6.3
COc1ccccc1-c1ocnc1C(=O)Nc1cccnc1	4.5
Cc1ccc(C)c(/C(O)=C2/C(=O)C(=O)N(CCCN(C)C)C2c2ccncc2)c1 (configuration not stated)	6.8
Cc1cccn2c(=O)c3cc(C(=O)NC(C)c4ccccc4)c(=N)n(C(C)C)c3nc12 (configuration not stated)	13.4
COC1CCC(C(=O)n2nc(N)c3c(C(F)(F)F)cc(C)nc32)CC1 (configuration not stated)	5.5
Cn1nnc(NC(=O)c2cc(Cl)ccc2Cl)n1	10.3
Clc1cccc(-c2n[nH]c3c2CNCC3)c1	11.4
COc1ccc2[nH]c(=O)c(CN(C3CCCC3)C(c3nnnn3CC3CCCO3)C(C)C)cc2c1 (configuration not stated)	7.9
O=C(O)[C@H]1Cc2c([nH]c3ccccc23)[C@@H](CCCCO)N1	6.0
CCC(=O)N(Cc1ccccc1)Cc1cc2cc(C)c(C)cc2[nH]c1=O	12.0
COc1ccc(-c2cc(-c3ccc(Cl)cc3Cl)nc(N)c2C#N)cc1OC	15.7
CC(=O)c1cc(C(=O)NC(c2ccccc2)c2cccnc2)cs1 (configuration not stated)	7.6
Cc1ccc(-c2nnc(NC(=O)C3CCC3)s2)cc1	8.5
O=C(CN1CCC(n2nnc3cc(F)ccc32)CC1)Nc1cccc(F)c1	10.2
Cc1cc(-c2nc3ccccc3s2)ccc1N	8.1
CCc1cccc(CC)c1NC(=O)CSc1nnc(-c2ccoc2C)n1C	9.0
CC1(C(=O)Nc2ccc(Cl)cc2)Cc2ccccc2C(=O)O1 (configuration not stated)	19.9
O=C(CCCC(=O)NC1CCCCC1)Nc1nccs1	8.0
CCOC(=O)c1ccc(NC(=O)C2(C)Cc3ccccc3C(=O)O2)cc1 (configuration not stated)	6.9
CCCCCCCCCc1ccc(OCCOCCOCCOCCOCCOCCOCCOCCOCCO)cc1	21.5
O=C(CSc1nc(Cc2ccccc2)nc2ccccc12)N1CCCCCC1	15.7
COc1cc2c3cc1Oc1c(OC)c(OC)cc4c1[C@@H](Cc1ccc(O)c(c1)Oc1ccc(cc1)C[C@@H]3N(C)CC2)CN(C)C4	48.3*
O=C(Nc1ccc(Cl)cc1Cl)c1nc2ncccn2n1	11.1
CC1(OC(=O)c2cnc3ccccc3n2)C(=O)C=C2C=C(c3ccc(C#N)cc3)OC=C2C1=O (configuration not stated)	21.8
Cc1ccc2cc(CN(Cc3cccs3)S(=O)(=O)c3ccc(F)cc3)c(=O)[nH]c2c1C	13.5
CCOc1ccccc1CN1CCc2c(nc(N3CCC(C)CC3)[nH]c2=O)C1	3.8
COc1ccc(NC(=O)Cn2nnc(-c3ccccc3NC(=O)c3cnccn3)n2)cc1	10.4
O=C(O)CC1c2ccccc2-c2ncccc21 (configuration not stated)	9.1
COc1cccc(NC2OC(=O)c3ccccc32)c1 (configuration not stated)	7.3
C[C@H]1C=C(C(=O)O)O[C@@H](OCc2ccc(CO)cc2)C1	11.6
Next section
SMILES	EP2 antag
CCC(C(=O)OC(C)C)n1cnc2sc3c(c2c1=O)CCCC3 (configuration not stated)	4.8
CC(C)(C)c1ccc(O)c(CN(Cc2cc(C(C)(C)C)ccc2O)C2CCCCC2)c1	64.4*
CC(C)N(C(=O)Cn1c(SCC(=O)N2CCCCC2)nc2ccccc21)C(C)C	4.2
CCn1nnc(NC(=O)COc2ccc(C)c(C)c2)n1	7.0
C/C(=C\C(=O)OCCCCCCCCC(=O)O)C[C@@H]1OC[C@H](C[C@@H]2O[C@H]2[C@@H](C)[C@H](C)O)[C@@H](O)[C@H]1O	8.0
CCC(c1nnnn1CCc1ccccc1)N(Cc1cc2cccc(C)c2[nH]c1=O)C1CCCCC1 (configuration not stated)	8.7
c1ccc2c(c1)COC1(CCCCC1)N2	9.1
COc1cc2c3c([nH]c2cc1F)C(=O)NCC3	13.6
O=C(c1cccs1)N1CCC(n2nnc3ccccc3c2=O)CC1	4.8
CC(C)C(=O)c1cn(CC(=O)Nc2ccccc2)c2ccccc12	10.3
COc1ccccc1C1Nc2c(C)cc(C)cc2-c2cc(C)nn21 (configuration not stated)	11.4
COc1ccc(CC(=O)N2CCC(C(=O)c3cccnc3)CC2)cc1OC	3.4
CC(C)OCC(O)CN1CCN(CC2(c3ccc(Cl)cc3)CC2)CC1 (configuration not stated)	3.4
CC(C(=O)NC1CC1)n1nc(-c2cccs2)cc(N)c1=O (configuration not stated)	8.2
COc1ccc(C2(O)CCN(CC(=O)Nc3ccc4c(c3)OCO4)CC2)cc1	2.3
CCOC(=O)c1cccc(NC(=O)CSc2nnnn2-c2ccc(OC)cc2)c1	11.4
CCC(C)NC(=O)c1ccc2nc(NC(=O)c3ccc(N)cc3)sc2c1 (configuration not stated)	13.7
CCOc1ccc(-n2c(SCC(=O)N(C)C)nnc2-c2ccncc2)cc1	11.1
COCC(C)NC(=O)CSc1nc(-c2ccc(F)cc2)cc(C(F)(F)F)n1 (configuration not stated)	8.0
Cc1ccc(-c2nnc(-c3ccc(C)o3)o2)cc1	11.3
CN1c2ncccc2C(=O)NC12CCN(C(=O)Cn1ncc3ccccc3c1=O)CC2	2.7
O=C(Nc1ccc(S(=O)(=O)N2CCCCC2)cc1)c1cccc(F)c1	12.5
Cc1cc(C)nc(N2CCC(C(=O)Nc3ccccc3)CC2)n1	7.3
O=C(c1ccco1)N1C2CCC1CC(c1ccc(F)cc1)C2 (configuration not stated)	4.8
OC(CN1CCC2(CC1)CC(O)c1ccccc1O2)c1ccc2ccccc2c1 (configuration not stated)	3.7
Cc1ccc(O)c(NC(=O)C2CC(c3ccc(Cl)cc3)=NO2)c1 (configuration not stated)	4.0
O=C(NCc1nc2ccccc2[nH]1)C12CC3CC(CC(C3)C1)C2	8.2
CCOC(=O)c1sc(NC(=O)C(C)C)c(C(=O)OCC)c1C	6.5
O=C1C[C@H]2C(=O)[C@@H]1[C@@H](C(=O)O)[C@H]2C(=O)O	9.0
Cc1sc(NC(=O)c2cccs2)nc1-c1ccc(Br)cc1	3.2
CCC(c1nnnn1C(C)(C)CC)N(Cc1cc2cc(C)cc(C)c2[nH]c1=O)C1CCCCC1 (configuration not stated)	13.7
CC(=O)c1ccc(NC(=O)CSc2nnc(-c3cccnc3)n2C)cc1	8.5
O=C1NC(=O)N(c2ccc3c(c2)OCO3)C(=O)/C1=C/c1ccc(N2CCOCC2)o1	8.7
Cc1ccc(NC(=O)C2CCCN2C(=O)NC2CCCCC2)cc1F (configuration not stated)	8.6
COc1ccc(N(CC(=O)NC2CCCC2)C(=O)c2ccc(C)s2)c(OC)c1	5.3
COc1cccc(C2CC(C(F)(F)F)n3ncc(C(=O)N4CCN(C)CC4)c3N2)c1 (configuration not stated)	10.3

Exported with each value named: part of the list above.
Cc1sc(NC(=O)c2cccs2)nc1-c1ccc(Br)cc1
- EP2 antag = 3.2

CCC(c1nnnn1C(C)(C)CC)N(Cc1cc2cc(C)cc(C)c2[nH]c1=O)C1CCCCC1 (configuration not stated)
- EP2 antag = 13.7

Next structures:
SMILES	EP2 antag
CCCc1nn(CC(=O)O)c(=O)c2cc3ccsc3n12	10.6
CCc1ccc2[nH]c(=O)c(CN(C(=S)NCCc3ccccc3)C3CCCCC3)cc2c1	3.0
CC(=O)c1ccc(S(=O)(=O)N(CCCO)Cc2cc3cc4c(cc3[nH]c2=O)OCCO4)cc1	5.5
c1ccc(CNc2ncnc3c2[nH]c2ccccc23)cc1	20.9
COC(=O)CSc1nnc(-c2cccs2)o1	9.6
O=C(Oc1ccccc1Br)c1cccc(S(=O)(=O)N2CCOCC2)c1	9.8
COc1ccccc1NC(=O)c1ccc2c(c1)N(Cc1ccccc1)C(=O)C(C)(C)O2	21.0
CCCOc1ccc(C2C(C#N)=C(N)Oc3n[nH]c(-c4cccs4)c32)cc1 (configuration not stated)	8.3
Cc1ccc(NC(=O)c2ccc3nccnc3c2)cc1C	15.4
COc1ccc(-c2cc(C(F)(F)F)nc(SCC(=O)Nc3ccc(C(C)=O)cc3)n2)cc1OC	7.5
C[C@@H](Cn1nnc2ccccc21)NC(=O)c1ccncc1	3.9
COc1cccc(NC(=O)COc2ccc(N3CC(C(N)=O)CC3=O)cc2)c1 (configuration not stated)	7.2
c1c[nH]c(CN2CCOCC2)n1	9.4
O=C(C1CC1)N(Cc1nc2ccccc2c(=O)[nH]1)C1CCCC1	4.7
Cc1ccc(C(=O)CSc2nc(C)cc(SCC(N)=O)n2)cc1	8.8
N[C@@H]1[C@@H]2[C@@H]3C[C@H]4N(CC[C@@]14C(=O)C(=O)O)CC3=CCO[C@@H]2CC(=O)O	13.0

This is a subset (hit frequency here may not be typical).
